Source: PubChem (National Center for Advancing Translational Sciences (NCATS))
G9a inh = G9a (human) methyltransferase inhibition. Q96KQ7. G9a H3K9 monomethylation, AlphaScreen, 2 h. Potency, µM (highest dose often 102 µM), without a hit: top-dose activity, negative = inhibition, actives largely listed as inhibitors. 350,000 tested, 8.8% active. AID 504332; note: % is set by controls: 0 for no effect and ±100 for the full control effect; nearly all actives have a fitted effect of over 75% in size
Target sequence (Q96KQ7 913-1193 limits assumed): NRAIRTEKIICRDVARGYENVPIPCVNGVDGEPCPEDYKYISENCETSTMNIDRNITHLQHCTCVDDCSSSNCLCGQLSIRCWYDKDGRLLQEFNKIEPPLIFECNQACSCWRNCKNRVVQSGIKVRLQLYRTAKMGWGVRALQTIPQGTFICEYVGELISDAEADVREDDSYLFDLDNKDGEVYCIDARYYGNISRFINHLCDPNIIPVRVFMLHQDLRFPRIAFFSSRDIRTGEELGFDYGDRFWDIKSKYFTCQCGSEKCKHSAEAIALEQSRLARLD
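Compounds were preincubated with 20 nM G9a for 15 min, after which biotinylated H3K9 peptide (500 nM) and SAM (20 uM) started a 2 h room-temperature reaction. Monomethylated product was quantified by antibody-based AlphaScreen chemiluminescence.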
POLI inh = blocks human DNA polymerase iota activity | Pol iota fluorescent replication assay, 10 min | Q9UNA4 | Potency, µM (top dose mostly 115 µM), for inactives: at the top dose activity, negative = inhibition, usual class: inhibitors | AID 588590 | 390,000 tested, 1% active
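Pol iota at 10 nM preincubated 15 min with compounds at room temperature; reaction started with fluorescent substrate, 50 nM final. Fluorescence read kinetically at 0 and 10 min; buffer-only wells as negative control.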
PGK inhibitor = inhibitors of T. brucei phosphoglycerate kinase. P07378. PGK/GAPDH coupled, Kinase-Glo luminescence, 60 min. Potency, µM (doses to about 57.5 µM), inactives show top-dose activity change, negative = inhibition, hits mostly inhibitors. 380,000 tested, 0.043% active. AID 602233; note: % is set by controls: 0 for no effect and ±100 for the full control effect; nearly all actives have a fitted effect of over 60% in size
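Recombinant glycosomal PGK reaction used 1,3-bisphosphoglycerate generated in-well by GAPDH (100nM final) in 100mM TEA pH 7.6, 5mM MgCl2, 0.01% Tween-20. After 60 minutes at room temperature, ATP was read by Kinase-Glo Plus luminescence end-point.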
HP1b binding inh = blocks HP1-beta chromodomain binding to methylated histone tails; AlphaScreen HP1-beta / biotin-H3K9me3 peptide binding; Potency, µM (titrated, usually from 114 µM), without a hit: top-dose activity change, negative = inhibition, most hits filed as inhibitors; 390,000 tested, 0.56% active; note: nearly all actives have a fitted effect of over 70% in size; inactives centre near 23
Target sequence (P83916 whole entry, looked up): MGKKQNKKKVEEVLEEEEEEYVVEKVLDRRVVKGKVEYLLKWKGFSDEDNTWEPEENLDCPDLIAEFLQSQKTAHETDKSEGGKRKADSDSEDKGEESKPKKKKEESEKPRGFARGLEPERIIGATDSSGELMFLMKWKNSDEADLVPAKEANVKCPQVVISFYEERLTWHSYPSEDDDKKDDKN
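HP1-beta protein (50 nM final) preincubated 30 min at room temperature with biotinylated H3(1-18)K9me3 peptide (50 nM) in PBS pH 7.4, 0.01% Tween-20, then compound added for 30 min. AlphaScreen streptavidin donor/nickel chelate acceptor beads (10 ug/mL final), 30 min dark, luminescence read.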
JMJD2A Tudor = inhibitors of human JMJD2A Tudor domain. O75164. AlphaScreen JMJD2A-Tudor / H3K4me3 peptide binding. Potency, µM (doses to about 114 µM), for inactives: at the top dose activity change, negative = inhibition, most hits filed as inhibitors. 390,000 tested, 4.4% active. AID 504339; note: % is set by controls: 0 for no effect and ±100 for the full control effect; nearly all actives have a fitted effect of over 50% in size
BAZ2B block = inhibitors of human BAZ2B bromodomain; Q9UIF8; AlphaScreen BAZ2B-H3K14Ac peptide displacement; Potency, µM (doses to about 114 µM), without a hit: top-dose activity change, negative = inhibition, actives largely listed as inhibitors; 360,000 tested, 4.4% active; note: % is set by controls: 0 for no effect and ±100 for the full control effect; nearly all actives have a fitted effect of over 60% in size
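AlphaScreen displacement: compounds (up to 110uM) incubated 30 min at room temperature with a preformed 50 nM BAZ2B/50 nM biotinylated H3K14Ac peptide complex in PBS pH 7.4 with Tween-20. Donor and acceptor beads at 10 ug/mL final added, 20 min light-protected before reading.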
BLM inh = blocks DNA unwinding by human BLM helicase | recombinant BLM DNA unwinding, fluorescence dequenching | Potency, µM (top dose mostly 56.1 µM), inactives show top-dose activity change, negative = inhibition, most hits filed as inhibitors | 350,000 tested, 0.2% active | AID 2528;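 note: plate controls were vehicle for no effect and no enzyme for full effect; nearly all actives have a fitted effect of over 35% in size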
GLS inhibitor = inhibitors of human glutaminase (GLS). O94925. GLS enzymatic activity, qHTS titration. Potency, µM (top dose mostly 45.5 µM), without a hit: top-dose activity change, negative = inhibition, hits mostly inhibitors. 410,000 tested, 0.21% active. AID 624170; note: % is set by controls: 0 for no effect and ±100 for the full control effect
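Two-point fluorescence kinetic (t0, 30 min RT) for hKGA; glutamate detected via glutamate oxidase–HRP–Amplex Red. Substrate: 1 mM L-glutamine solution; buffer 45 mM KH2PO4, pH 8.2.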
Pin1 inhibitor = blocks the human prolyl isomerase Pin1. Q13526. Pin1 FP peptide displacement, HiFluor488, 10 min. Potency, µM (series often up to 115 µM), for inactives: top-dose activity, negative = inhibition, usual class: inhibitors. 390,000 tested, 0.009% active; active = well fitted inhibition curve with a large enough effect in the polarisation, with a control signal flat, not every such curve was filed as active; inconclusive = small, poorly fitted or top-dose-only effect, or effect the other way, or a change in a side signal; inactive = no such curve, though single readings can be large or run the other way; the % refers to the polarisation; note: % is set by controls: 0 for no effect and ±100 for the full control effect
Target sequence (Q13526 whole entry, looked up): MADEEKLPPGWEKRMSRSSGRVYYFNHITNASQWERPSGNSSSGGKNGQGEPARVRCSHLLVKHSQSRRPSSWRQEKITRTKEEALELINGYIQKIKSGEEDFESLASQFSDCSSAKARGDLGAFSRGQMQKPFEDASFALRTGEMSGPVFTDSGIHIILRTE
Starred values were filed as active, the others as inactive; & = joins results of further samples; [ ] = remark or other dose. Unless noted, calls come from the whole dose curve; as a rule, active = well fitted curve in the direction sought with a large enough effect; inconclusive = small, poorly fitted or top-dose-only effect, or another doubt; inactive = no such curve, though single readings can be large; an effect the other way counts as inactive or inconclusive. Potency is the fitted concentration of half-maximal effect.

For COc1ccc(Nc2n[nH]c(C)c2[N+](=O)[O-])cc1 the results were G9a inh -7%, POLI inh 12%, PGK inhibitor 9%, HP1b binding inh 10%, JMJD2A Tudor -18%, BAZ2B block -39%, BLM inh 1%, GLS inhibitor 15% and Pin1 inhibitor 3%.
CCOC(=O)N1CCN(S(=O)(=O)c2ccc(OC)c(Cl)c2)CC1 was read as G9a inh 16%[59 µM], POLI inh -21%, PGK inhibitor -9%, HP1b binding inh 24%, JMJD2A Tudor 12%, BAZ2B block -3%, BLM inh 0%, GLS inhibitor -3% and Pin1 inhibitor -1%.
Cc1ccc(C(=O)NC(C)c2ccncc2)o1 (stereo unspecified) was read as POLI inh 42%[activator], PGK inhibitor inactive, HP1b binding inh 26%, JMJD2A Tudor -12%, BAZ2B block -7%, BLM inh -13%, GLS inhibitor -1% and Pin1 inhibitor -10%.
`NC(=O)C1CCCN(C(=O)NC2CCCCC2)C1` (stereo unspecified) gave G9a inh 10%[59 µM], POLI inh 4%, PGK inhibitor 1%, HP1b binding inh 18%, JMJD2A Tudor 4%, BAZ2B block 10%, BLM inh -1%, GLS inhibitor 3% and Pin1 inhibitor 2%.
Cc1ccc(Cl)cc1NC(=O)N1CCN(C)c2ncccc21 was read as G9a inh -3%[59 µM], POLI inh 9%, PGK inhibitor -2%, HP1b binding inh 19%, JMJD2A Tudor -24%, BAZ2B block inconclusive, BLM inh -7%, GLS inhibitor 34%[activator] and Pin1 inhibitor -4%.
For Cc1ccccc1C(=O)NC(=S)Nc1ccc(S(=O)(=O)N2CCN(C)CC2)cc1 the results were G9a inh -44%[59 µM], POLI inh -14%, PGK inhibitor inactive, HP1b binding inh -8%, JMJD2A Tudor -2%, BAZ2B block inconclusive, BLM inh -3%, GLS inhibitor 0% and Pin1 inhibitor -10%.
`CCc1nc2cccnc2n1-c1ccc(CC(=O)Nc2ccc(C)cc2)cc1` gave G9a inh -34%[59 µM], POLI inh 12%, PGK inhibitor -2%, HP1b binding inh 50%[activator], JMJD2A Tudor 3%, BAZ2B block -23%, BLM inh -1%, GLS inhibitor 5% and Pin1 inhibitor 10%.
`CCOc1ccc(NS(=O)(=O)c2ccc(C(=O)N3CCC3)cc2)cc1` gave POLI inh 7%, PGK inhibitor -1%, HP1b binding inh 50%[activator], JMJD2A Tudor -8%, GLS inhibitor 5% and Pin1 inhibitor 1%.
`COc1ccc(CCC(=O)NCc2ccccc2OC)cc1` gave G9a inh 8%, POLI inh -12%, PGK inhibitor -4%, HP1b binding inh 56%[activator], JMJD2A Tudor -5%, BAZ2B block 2%, BLM inh 0%, GLS inhibitor -2% and Pin1 inhibitor -9%.
Cn1ccnc1COc1ccc(/C=N/O)cc1 was read as G9a inh -6%, POLI inh -15%, PGK inhibitor -3%, HP1b binding inh 35%, JMJD2A Tudor -10%, BAZ2B block -24%, BLM inh -6%, GLS inhibitor 0% and Pin1 inhibitor -2%.

Quoted from the entries so far for reference:
`CCc1nc2cccnc2n1-c1ccc(CC(=O)Nc2ccc(C)cc2)cc1` gave G9a inh -34%[59 µM], POLI inh 12%, PGK inhibitor -2%, HP1b binding inh 50%[activator], JMJD2A Tudor 3%, BAZ2B block -23%, BLM inh -1%, GLS inhibitor 5% and Pin1 inhibitor 10%.
`CCOc1ccc(NS(=O)(=O)c2ccc(C(=O)N3CCC3)cc2)cc1` gave POLI inh 7%, PGK inhibitor -1%, HP1b binding inh 50%[activator], JMJD2A Tudor -8%, GLS inhibitor 5% and Pin1 inhibitor 1%.
`COc1ccc(CCC(=O)NCc2ccccc2OC)cc1` gave G9a inh 8%, POLI inh -12%, PGK inhibitor -4%, HP1b binding inh 56%[activator], JMJD2A Tudor -5%, BAZ2B block 2%, BLM inh 0%, GLS inhibitor -2% and Pin1 inhibitor -9%.
Cn1ccnc1COc1ccc(/C=N/O)cc1 was read as G9a inh -6%, POLI inh -15%, PGK inhibitor -3%, HP1b binding inh 35%, JMJD2A Tudor -10%, BAZ2B block -24%, BLM inh -6%, GLS inhibitor 0% and Pin1 inhibitor -2%.

(continued)
For c1ccc(CSC2=NCCS2)cc1 the results were G9a inh 27%[59 µM], POLI inh 46%[activator], PGK inhibitor -2%, HP1b binding inh 69%[activator], JMJD2A Tudor 11%[57.1 µM], BAZ2B block 13%, BLM inh 1%, GLS inhibitor 0% and Pin1 inhibitor -10%.
`CCN(Cc1ccncc1)Cc1nc(CC2CC2)no1` gave G9a inh -41%, POLI inh 12%, PGK inhibitor -2%, HP1b binding inh 50%[activator], JMJD2A Tudor 0%, BAZ2B block 4%, BLM inh -2%, GLS inhibitor -16% and Pin1 inhibitor -2%.
Screening CCC(CC)NC(=O)C1CCN(c2ccc(S(=O)(=O)N3CCOCC3)cc2[N+](=O)[O-])CC1 returned G9a inh 5%[12.7 µM], POLI inh inconclusive, PGK inhibitor -1%, HP1b binding inh 31%, JMJD2A Tudor -1%, BAZ2B block -3%, GLS inhibitor 1% and Pin1 inhibitor 5%.
Clc1ccc(-c2cnnc(-c3ccccn3)n2)cc1 was read as POLI inh 7%, PGK inhibitor -3%, HP1b binding inh 31%, JMJD2A Tudor 10µM*, GLS inhibitor 1% and Pin1 inhibitor -7%.
COc1ccccc1CCNC(=O)c1csc2c1CCCC2 was read as G9a inh inconclusive, POLI inh 136%[activator], PGK inhibitor 1%, HP1b binding inh 27%, JMJD2A Tudor 18%, BAZ2B block 0%, BLM inh -3%, GLS inhibitor 2% and Pin1 inhibitor -1%.
`O=C(CSc1nc(=O)[nH]c2c1CCCC2)Nc1ccc(Cl)c(Cl)c1` gave G9a inh 4%[59 µM], POLI inh 2%, PGK inhibitor 13%, HP1b binding inh -1%, JMJD2A Tudor -6%, BAZ2B block -2%, BLM inh 0%, GLS inhibitor -11% and Pin1 inhibitor -4%.
Screening CCOC(=O)c1ccc(NC(=O)CC2C(=O)N(c3ccc(F)cc3)C(=O)N2CCCOC)cc1 (stereo unspecified) returned POLI inh 3%[58.9 µM], PGK inhibitor 1%, HP1b binding inh 20%, JMJD2A Tudor -4%, BAZ2B block 12%, BLM inh 3%, GLS inhibitor -1% and Pin1 inhibitor -5%.
`CCOC(=O)c1ccc(NC(=O)CCSCCc2ccccn2)cc1` gave G9a inh -11%, POLI inh 14%, PGK inhibitor 2%, HP1b binding inh 19%, JMJD2A Tudor -16%, BAZ2B block 3%, BLM inh -12%, GLS inhibitor -2% and Pin1 inhibitor -10%.
Cc1nn(-c2ccccc2)c(C)c1/C=N/NC(=O)c1cc(-c2cccc3ccccc23)n[nH]1 was read as G9a inh 4%, POLI inh 33%[activator], PGK inhibitor 5%, HP1b binding inh 32%, JMJD2A Tudor -16%, BAZ2B block 1%, BLM inh -1%, GLS inhibitor -2% and Pin1 inhibitor 14%.
For CC(C)NC(=O)NC(=O)COC(=O)CCOc1ccccc1 the results were G9a inh -6%, POLI inh 147%[activator], PGK inhibitor -14%, HP1b binding inh 17%, JMJD2A Tudor -8%, BAZ2B block 9%, BLM inh -1%, GLS inhibitor -1% and Pin1 inhibitor -1%.
Cc1cc(C)c2sc(NC(=O)C3=COCCO3)nc2c1 was read as G9a inh 73%[activator], POLI inh 21%, PGK inhibitor -7%, HP1b binding inh 31%, JMJD2A Tudor -16%, BAZ2B block -13%, BLM inh 0%, GLS inhibitor -1% and Pin1 inhibitor 13%.
COc1cc(NS(=O)(=O)c2ccc(NC(=O)c3ccc(S(=O)(=O)N4CCCCC4)cc3)cc2)ncn1 was read as G9a inh inconclusive, POLI inh -15%, PGK inhibitor -1%, HP1b binding inh 9%, JMJD2A Tudor -9%, BAZ2B block -6%, BLM inh -6%, GLS inhibitor 0% and Pin1 inhibitor 4%.
For Cc1ccc(CC(NC(=O)C2CCCCC2)C(=O)O)cc1 (stereo unspecified) the results were POLI inh -24%, PGK inhibitor 0%, HP1b binding inh 13%, JMJD2A Tudor -19%, GLS inhibitor 11% and Pin1 inhibitor -2%.
Screening O=C1NC(=Nc2ccccc2Cl)S/C1=C\c1cccc([N+](=O)[O-])c1 returned G9a inh inconclusive, POLI inh -13%, PGK inhibitor -14%, HP1b binding inh 32%, JMJD2A Tudor inconclusive, BAZ2B block 50µM*, BLM inh -17%, GLS inhibitor 17% and Pin1 inhibitor inconclusive.
For CNC(=O)N(c1ccccc1)c1ccccc1 the results were G9a inh -1%[59 µM], POLI inh 5%, PGK inhibitor 2%, HP1b binding inh 22%, JMJD2A Tudor -2%, BAZ2B block 3%, BLM inh 0%, GLS inhibitor 4% and Pin1 inhibitor 0%.
`C=C1CC[C@@H]2[C@](C)(CO)[C@H](O)CC[C@@]2(C)[C@@H]1/C=C/C1=CCOC1=O` gave G9a inh -5%[2.33 µM], POLI inh inconclusive, PGK inhibitor 0%, HP1b binding inh 9%&10%, JMJD2A Tudor inconclusive, BAZ2B block 3%, BLM inh -1%&-6%, GLS inhibitor -6% and Pin1 inhibitor 4%&-1%.
`CC(NC(=O)c1cc(S(=O)(=O)N(C)C)ccc1Cl)C1CC2CCC1C2` (stereo unspecified) gave G9a inh -13%, POLI inh 148%[activator], PGK inhibitor -8%, HP1b binding inh 42%[activator], JMJD2A Tudor 0%, BAZ2B block -10%, BLM inh -4%, GLS inhibitor -8% and Pin1 inhibitor -3%.
`Cc1ccccc1C(=O)Nc1c2c(nn1C(C)(C)C)CS(=O)(=O)C2` gave POLI inh 25%, PGK inhibitor 5%, HP1b binding inh 19%, JMJD2A Tudor -4%, BAZ2B block 0%, BLM inh 1%, GLS inhibitor 8% and Pin1 inhibitor -4%.

Only part of the results is shown, so the mix of outcomes need not match the whole.
